# Screening data as filed in PubChem.
# UGM FP inh: inhibitors of M. tuberculosis UDP-galactopyranose mutase | P9WIQ1 | hit rate 0.06% among 320,000 | inhibition, % at 10 µM | purified UGM, fluorescence polarization probe displacement; in the data active means inhibition above about 10%, passing the limit was not always enough; inconclusive means no clear call, values can overlap the other calls
# Target sequence (P9WIQ1 whole entry, looked up): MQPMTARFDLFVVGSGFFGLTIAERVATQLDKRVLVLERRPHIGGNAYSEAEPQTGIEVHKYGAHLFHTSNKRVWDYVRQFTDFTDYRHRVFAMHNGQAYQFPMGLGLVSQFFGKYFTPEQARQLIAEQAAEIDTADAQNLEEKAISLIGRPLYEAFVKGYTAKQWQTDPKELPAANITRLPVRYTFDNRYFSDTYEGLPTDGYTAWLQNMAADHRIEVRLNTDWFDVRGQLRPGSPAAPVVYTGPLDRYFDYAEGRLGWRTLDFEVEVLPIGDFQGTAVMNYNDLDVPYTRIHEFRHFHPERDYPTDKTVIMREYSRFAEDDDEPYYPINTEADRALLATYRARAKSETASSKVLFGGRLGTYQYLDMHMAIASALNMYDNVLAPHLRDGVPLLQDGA
# BioA inh: blocks M. tuberculosis BioA enzyme activity. purified M. tuberculosis BioA enzyme, plate reader. inhibition, % at 9.99 µM. hit rate 0.096% among 360,000; in the data active means inhibition above about 40%; inconclusive means no clear call, values can overlap the other calls
# CCHF vOTU inh: CCHFV vOTU protease inhibition; Pep-AMC fluorescence; inhibition, % at 11.5 µM; hit rate 0.55% among 370,000; further: 0% = vehicle wells with enzyme and 100% = no enzyme wells
# BoNT-F LC inh: BoNT F light chain protease inhibition; Multiplex microsphere protease cleavage assay, flow cytometry; inhibition, % at 10 µM; hit rate 0.22% among 360,000; AID 588497; in the data active means inhibition above about 35%, passing the limit was not always enough; inconclusive means no clear call, values can overlap the other calls; further: plate controls were buffer without enzyme for full effect and enzyme alone for no effect
# GDH-TPI inh: inhibits GDH-TPI coupling enzymes, artifact for Mtb FBA screen. inhibition, % at 4.8 µM. AID 588335. hit rate 1.2% among 360,000. GDH-TPI coupled enzyme counterscreen, NADH absorbance;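 further: 0% = DMSO wells and 100% = wells lacking the enzyme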
# FadD28 FP inh: blocks FadD28 binding to the bisubstrate probe; hit rate 0.22% among 360,000; AID 588549; inhibition, % at 12.5 µM; fluorescence polarization; in the data active means inhibition above about 8.5%, passing the limit was not always enough; inconclusive means no clear call, values can overlap the other calls
# BoNT A protease: inhibitors of Botulinum neurotoxin A light chain protease | multiplex microsphere protease substrate cleavage, flow cytometry | AID 588499 | inhibition, % at 10 µM | hit rate 0.17% among 360,000; in the data active means inhibition above about 30%; inconclusive means no clear call, values can overlap the other calls; further: plate controls were buffer without enzyme for full effect and enzyme alone for no effect
# PrPC TRFRET: inhibitors of human cell surface prion protein PrPC; P04156; TR-FRET read-out; inhibition, % at 13.8 µM; hit rate 0.43% among 370,000; in the data active means inhibition above about 24%; further: 0% = median of the test wells and 100% = reference compound wells
# FBA Mtb inh: inhibits M. tuberculosis FBA enzyme; inhibition, % at 1 µM; purified M. tuberculosis FBA, fluorescence read-out; P9WQA3; hit rate 2.3% among 360,000; in the data active means inhibition above about 27%;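 further: 0% = vehicle and 100% = reference inhibitor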
# Target sequence (P9WQA3 whole entry, looked up): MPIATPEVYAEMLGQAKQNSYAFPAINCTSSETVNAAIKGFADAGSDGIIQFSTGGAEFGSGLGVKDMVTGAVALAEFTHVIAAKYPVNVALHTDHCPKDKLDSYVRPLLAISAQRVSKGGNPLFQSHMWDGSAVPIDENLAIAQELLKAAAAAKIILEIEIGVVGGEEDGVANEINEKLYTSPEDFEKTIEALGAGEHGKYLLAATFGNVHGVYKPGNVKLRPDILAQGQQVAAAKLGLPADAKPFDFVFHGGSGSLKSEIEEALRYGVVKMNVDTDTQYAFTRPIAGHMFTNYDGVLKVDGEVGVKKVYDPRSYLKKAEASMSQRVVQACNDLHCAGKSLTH
# * hit, by the source's call; ? = inconclusive; / = no result given; + = active, no number; & = joins results of further samples. Unless noted, no stated cut-off is given here; in the data, active means inhibition above about 30%; inactive means the rest.
SMILES,UGM FP inh,BioA inh,CCHF vOTU inh,BoNT-F LC inh,GDH-TPI inh,FadD28 FP inh,BoNT A protease,PrPC TRFRET,FBA Mtb inh
Cc1ccc(-c2cc(C(F)F)n3ncc(C(=O)Nc4c(C)nn(Cc5ccccc5Cl)c4C)c3n2)cc1,1.3,-0.3,3,11,2,-2.1,0.8,-8,-6
CCC(C)(C)n1nnnc1C(c1cc2ccc(OC)cc2[nH]c1=O)N1CCc2ccccc21 (stereo not drawn),0.9,/,-6,-4,22,-4.6,?,10,5
COc1ccc(C2CC(c3ccc4ccccc4c3OC(C)=O)=NN2C(C)=O)cc1 (stereo not drawn),-1.7,-1.1,-10,-17,4,-1.2,-4.8,6,6
O=C(CSc1nnc(-c2c[nH]c3ccccc23)o1)NCC1CCCO1 (stereo not drawn),-0.3,-0.1,9,-9,7,-3.9,0.2,3,-3
Cc1cc(NS(=O)(=O)c2ccccc2)c(C)c(Cl)c1O,1.3,-0.4,9,3,5,-1.3,-0.6,-6,-1
Cc1noc(C)c1NC(=O)N(C)C[C@@H]1Oc2cc(Br)ccc2S(=O)(=O)N([C@@H](C)CO)C[C@H]1C,/,-7.3&-0.4,17,-3,1,-0.8,-0.1,9,0
Cc1c(CCC(=O)N2CCC(C(=O)O)CC2)c(=O)oc2cc3oc4c(c3cc12)CCCC4,-3.1,0.5,-9,0,1,-2.0,-0.4,6,8
Oc1ccc(Cl)cc1Nc1nc(NCC2CCCO2)c2ccccc2n1 (stereo not drawn),0.4,-0.5,0,-6,11,-12,-0.8,1,-1
c1ccc(-c2nc(N3CCOCC3)s[n+]2-c2ccccc2)cc1,0.6,-0.9,6,16,6,-3.8,2.7,3,1
COc1ccc(-c2nc3c4ccccc4ccn3c2CN2CCCCC2)cc1OC,-1.4,16,5,-5,6,-1.7,-0.8,-6,10
CCC1(COC(=O)Nc2cccc(Cl)c2)COC1,4.0,/,-2,20,-4,-0.1,0.4,-1,-5
COc1ccc(C(=O)N2CCCC(C(=O)N3CCCCCC3)C2)cc1 (stereo not drawn),-1.7,-0.5,2,-4,-8,-3.9,-2.3,1,0
CCCCCCN(C(=O)CCCN1C(=O)NC(c2ccc([N+](=O)[O-])cc2)C(C(=O)OCc2ccccc2)=C1C)C(C)C(=O)NCCCC (stereo not drawn),/,0.7,/,-2,6,-2.4,-0.3,/,-5
Cc1nc(N)sc1C(=O)N/N=C/c1ccccc1[N+](=O)[O-],3.2,-3.9,14,1,22,-0.9,-1.2,-37,2
CC(OC(=O)c1ccco1)C(=O)Nc1ncc(Cl)cc1Cl (stereo not drawn),0.0,-0.2,1,-1,5,-2.6,-0.1,-6,-1
CCOC(=O)CC1=NC(=O)CS1,2.1,/,13,-7,-7,-4.3,-0.1,-5,1
CCCCn1c(N)c(N(CC)C(=O)c2ccc(-c3ccc(Cl)cc3)o2)c(=O)[nH]c1=O,-0.9,0.5,-4,?,10,-2.7,0.9,2,0
CNC(=S)N/N=C/c1ccccc1Cl,2.9,/,9,0,6,-3.4,-0.2,-7,-3
COc1ccc(C2CC(c3ccc([N+](=O)[O-])cc3)=NN2C(=O)c2ccccc2)cc1OC (stereo not drawn),-1.4,27,-1,7,17,-0.9,7.2,-8,2
CCCCn1c(N)c(N(CCOC)C(=O)c2cc3c(s2)CCCCC3)c(=O)[nH]c1=O,0.0,0.5,-8,-42,1,-0.1,-28,1,6
COC(=O)C1=C(C)NC2=C(C(=O)C(C(=O)OC)C(c3ccc(OC)cc3)C2)C1c1ccccn1 (stereo not drawn),-2.8,-0.7,-19,10,16,1.1,0.0,-1,3
Cc1c(CCNC=O)cc(C)c2c3c(oc12)CCCC3,/,/,11,-6,2,-6.8,-0.1,-1,0
CC(C)NC(=S)NCc1cccs1,0.1,/,-1,4,4,-1.2,-0.4,7,5
Cc1ccccc1OCC(=O)NN1Cc2ccccc2C1=N,-0.9,-1.7,0,-6,12,-0.9,0.2,-3,-5
CCOc1ccc(-c2cncc3nccn23)cc1,/,0.8,-279,-5,6,-3.4,-0.2,-18,+
CC(=NNC(=S)Nc1cccc(C)c1)c1ccccn1,/,/,27,25,14,-2.1,5.5,12,3
Cc1ccccc1NS(=O)(=O)c1cc(C(=O)Nc2ccccc2-c2ccccc2)ccc1Cl,4.2,/,3,6,6,-0.6,0.7,8,-1
CCc1nnc(NC(=O)CSc2ccc(-c3cccs3)nn2)s1,4.9,-0.3,6,-10,-3,-5.1,-0.6,14,-3
O=C(N/N=C1\SCC(=O)N1CCc1ccccc1)c1cccs1,-0.8,0.3,6,3,9,-2.3,-0.5,0,-1
CCOc1ccc(-c2cc3cc(OC)c(OC)cc3c(C)n2)cc1,-0.3,0.4,-9,4,2,-1.5,0.6,-11,28*
O=C(NCCCNC(=O)c1ccccn1)c1ccc(Cl)cc1,-0.1,-3.2,-22,-1,-3,-0.3,0.0,2,5
Cn1c(=O)c2c(ncn2CC(=O)OCC(=O)Nc2ccccc2Cl)n(C)c1=O,-1.3,/,-16,-5,3,-3.4,0.5,2,-1
CCn1c(CN2CCCCC2)nc2cc(S(=O)(=O)N3CCCCC3)ccc21,/,4.0,10,-9,7,0.4,-0.9,2,-1
CCC(=O)Nc1ccc(N2CCN(C(=O)c3ccccc3C)CC2)cc1,-3.5,/,0,-7,18,-1.0,1.5,-5,4
Cc1nc(-c2ccc(NC(=O)Cc3ccccc3)cc2)cs1,2.0,-2.0,-1,5,8,-0.1,-3.4,0,4
CC(=O)Nc1ccc(NC(=O)C(=O)NCC(c2ccco2)N2CCc3ccccc32)cc1 (stereo not drawn),1.3,-0.9,-16,2,12,-2.3,-2.0,6,4
NC(=O)C1CCN(CC(O)CSc2ccc(F)cc2)CC1 (stereo not drawn),1.2,0.4,/,9,7,-3.9,-1.1,/,0
O=c1nc(C(F)(F)F)nc2ccccn12,2.2,-1.2,-5,-7,2,0.2,0.3,-4,1
O=C(NC1CCCC1)C(c1ccccc1)N(Cc1cccnc1)C(=O)Cc1cccs1 (stereo not drawn),1.3,/,2,-4,-1,0.1,0.4,2,0
Cc1c(NC(=O)COC(=O)/C=C/c2cccc(Cl)c2)c(=O)n(-c2ccccc2)n1C,-1.7,-0.8,2,-3,-4,-4.0,0.0,-4,-1
COc1ccc(-c2noc(=O)n2Cc2cc(C)ccc2C)cc1,-0.1,/,5,2,-2,-0.5,-0.3,9,2
CC(NC(=O)c1cccc(N2CCCC2=O)c1)c1ccc2c(c1)OCCO2 (stereo not drawn),-1.7,-4.4,-1,/,2,-1.3,/,2,8
N#Cc1ccc(CSc2nnc(-c3ccncc3)o2)cc1,1.9,-0.7,0,-4,-1,0.3,-0.9,3,2
CCOC(=O)c1c(NC(=O)CS(=O)(=O)c2cn(CC)c3ccccc23)sc2c1CCCC2,-1.1,0.2,10,-19,1,-1.3,-0.2,4,0
CCC(CC)c1nnc(NC(=O)C2CC(=O)N(C3CCCC3)C2)s1 (stereo not drawn),-1.0,-2.8,-3,4,8,-0.5,-0.3,6,2
COC(=O)c1ccc2cc(C)cc(C)c2n1,/,-7.3,-28,4,/,0.7,1.1,-2,59*
O=C(COc1ccccc1)N1CCN(C/C=C/c2ccccc2)CC1,-0.7,1.9,2,6,-5,0.1,0.4,-7,-6
COc1ccc(C(=O)Nc2nnc(Cc3ccc(OC)c(OC)c3)s2)cc1,-1.0,-0.4,7,?,-1,0.5,-1.0,-7,1
CN1C(=O)CC(N2CCN(CC(N)=O)CC2)C1=O (stereo not drawn),2.3,-1.3,-1,-22,7,-1.9,-1.6,-2,3
COc1ccc(-c2cc(C)no2)cc1S(=O)(=O)NCCCN1CCN(c2ccccc2)CC1,-0.1,-0.9,1,-2,8,-0.9,1.0,2,5
O=C(O)CCn1cc(/C=C/C(=O)c2ccc(Cl)cc2)c(-c2cccc(Br)c2)n1,-0.3,6.9,17,-5,44*,-13,0.2,2,3
NC(=NC1CCCCC1)NS(=O)(=O)c1ccccc1,3.0,-0.8,-13,21,-5,-2.2,-2.4,3,0
Cc1ccc(NS(=O)(=O)c2ccc3[nH]c(=O)oc3c2)cc1Cl,-3.0,-0.9,2,-2,-8,-4.7,0.0,-1,0
COC(=O)c1ccc(C(=O)OC)c(NC(=O)c2cnc3n(c2=O)CCS3)c1,-0.9,/,-32,3,10,-1.4,?,-5,11
CCOC(=O)c1[nH]c(C)c(C(=O)NCCN2CCOCC2)c1C,0.3,-1.8,-12,-2,7,-0.3,-0.4,4,2
Nc1ccc2nn(-c3cccc4ccccc34)nc2c1,3.7,/,60*,-17,5,-0.8,1.7,4,15
COc1ccc(S(=O)(=O)N2CCC(C(=O)Nc3cccc(C(C)=O)c3)CC2)cc1,3.5,3.8,7,-38,9,-3.1,0.0,-7,-1
O=C(NCc1ccccc1Cl)c1cc(=O)[nH]c2ccccc12,0.2,-5.4,3,4,9,0.7,3.1,2,10
O=c1[nH]oc2c1CCNC2,2.9,-1.5,3,-7,-10,-3.2,-0.6,-1,1
Cc1ccccc1NC(=O)OCc1cccnc1Oc1ccc(Cl)cc1,1.0,1.3,11,-10,-3,-0.9,-0.5,7,0
Cc1ccc(-c2nc3ccccc3s2)cc1S(=O)(=O)N1CCCC1,5.3,/,/,-5,6,-5.5,-0.7,/,1
COc1ccc(NC(=O)C2C3CCC(C3)C2C(=O)O)cc1OC (stereo not drawn),-3.0,0.7,4,-24,-1,-1.1,0.5,-7,0
CCOc1ccccc1NC(=O)C1CCC(CNc2c(N3CCOCC3)c(=O)c2=O)CC1 (stereo not drawn),?,-0.5,2,-1,2,-4.1,0.0,10,0

# In the list so far, these have an aryl methoxy group.
SMILES,UGM FP inh,BioA inh,CCHF vOTU inh,BoNT-F LC inh,GDH-TPI inh,FadD28 FP inh,BoNT A protease,PrPC TRFRET,FBA Mtb inh
CCC(C)(C)n1nnnc1C(c1cc2ccc(OC)cc2[nH]c1=O)N1CCc2ccccc21 (stereo not drawn),0.9,/,-6,-4,22,-4.6,?,10,5
COc1ccc(C2CC(c3ccc4ccccc4c3OC(C)=O)=NN2C(C)=O)cc1 (stereo not drawn),-1.7,-1.1,-10,-17,4,-1.2,-4.8,6,6
COc1ccc(-c2nc3c4ccccc4ccn3c2CN2CCCCC2)cc1OC,-1.4,16,5,-5,6,-1.7,-0.8,-6,10
COc1ccc(C(=O)N2CCCC(C(=O)N3CCCCCC3)C2)cc1 (stereo not drawn),-1.7,-0.5,2,-4,-8,-3.9,-2.3,1,0
COc1ccc(C2CC(c3ccc([N+](=O)[O-])cc3)=NN2C(=O)c2ccccc2)cc1OC (stereo not drawn),-1.4,27,-1,7,17,-0.9,7.2,-8,2
COC(=O)C1=C(C)NC2=C(C(=O)C(C(=O)OC)C(c3ccc(OC)cc3)C2)C1c1ccccn1 (stereo not drawn),-2.8,-0.7,-19,10,16,1.1,0.0,-1,3
CCOc1ccc(-c2cc3cc(OC)c(OC)cc3c(C)n2)cc1,-0.3,0.4,-9,4,2,-1.5,0.6,-11,28*
COc1ccc(-c2noc(=O)n2Cc2cc(C)ccc2C)cc1,-0.1,/,5,2,-2,-0.5,-0.3,9,2
COc1ccc(C(=O)Nc2nnc(Cc3ccc(OC)c(OC)c3)s2)cc1,-1.0,-0.4,7,?,-1,0.5,-1.0,-7,1
COc1ccc(-c2cc(C)no2)cc1S(=O)(=O)NCCCN1CCN(c2ccccc2)CC1,-0.1,-0.9,1,-2,8,-0.9,1.0,2,5
COc1ccc(S(=O)(=O)N2CCC(C(=O)Nc3cccc(C(C)=O)c3)CC2)cc1,3.5,3.8,7,-38,9,-3.1,0.0,-7,-1
COc1ccc(NC(=O)C2C3CCC(C3)C2C(=O)O)cc1OC (stereo not drawn),-3.0,0.7,4,-24,-1,-1.1,0.5,-7,0
